# RXFP1 ag: agonists of human relaxin receptor RXFP1. Q9HBX9. HEK293T-RXFP1 cAMP TR-FRET, 30 min; response scale: percent of porcine relaxin response, buffer zero. hit rate 0.3% among 370,000. Potency, µM (series often up to 57.5 µM), inactives show at the highest dose activation, hits mostly activators; further: potency means the concentration at half of the fitted maximal effect; on the % scale 0 is the no-effect control and ±100 the full control effect; nearly all actives have a fitted effect of over 60% in size; many of its hits are not listed in these tables
#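 Agonist response is measured as cAMP accumulation in an RXFP1-transfected HEK293T line under PDE4 inhibition. Values are scaled between buffer-only and 29 nM porcine relaxin, and EC50s come from standard Hill equation fits.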
# Vif-APOBEC3G blk: blocks the Vif interaction with human APOBEC3G; Potency, µM (series often up to 46.1 µM), inactives show at the top dose activity, negative = active, hits mostly inhibitors; hit rate 0.076% among 410,000; HeLa A3G-eYFP + Vif (tagged APOBEC3G with the HIV-1 protein that degrades it), YFP fluorescence, overnight; Q9HC16; AID 602310;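 further: potency means the concentration at half of the fitted maximal effect; on the % scale 0 is the no-effect control and ±100 the full control effect; nearly all actives have a fitted effect of over 60% in size; hits raise eYFP signal because A3G escapes Vif-driven loss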
#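 Read-out is eYFP fluorescence (Ex 488/Em 500-530) from Vif-expressing HeLa A3G-eYFP cells; more signal means A3G escaped Vif-mediated degradation. Cells plated overnight, compound pinned in, incubated overnight at 37 deg C.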
# IDH1 R132H inh: blocks human mutant IDH1 R132H enzyme | O75874 | hit rate 0.093% among 390,000 | Potency, µM (highest dose often 76.6 µM), for inactives: at the highest dose activity change, negative = inhibition, usual class: inhibitors | IDH1-R132H enzyme, NADPH consumption, diaphorase/resazurin fluorescence; further: potency means the concentration at half of the fitted maximal effect; on the % scale 0 is the no-effect control and ±100 the full control effect; nearly all actives have a fitted effect of over 65% in size
#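 IDH1-R132H (0.5 ug/mL) preincubated 30 min with compound, then NADPH (0.016 mM) and alpha-KG (2 mM) added; 80 min at RT, pH 7.5. Remaining NADPH coupled via diaphorase/resazurin to fluorescence (540/590 nm); concentration-response curves normalized to no-enzyme control.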
# TrxR1 substrate: rat thioredoxin reductase 1 substrate activity; O89049; purified TrxR1 substrate turnover, NADPH consumption readout; Potency, µM (titrated, usually from 114 µM), for the others: at the highest dose activity change, negative = substrate turnover; hit rate 0.01% among 390,000; AID 588456; further: potency means the concentration at half of the fitted maximal effect; on the % scale 0 is the no-effect control and ±100 the full control effect; nearly all actives have a fitted effect of over 50% in size
# Target sequence (O89049 whole entry, looked up): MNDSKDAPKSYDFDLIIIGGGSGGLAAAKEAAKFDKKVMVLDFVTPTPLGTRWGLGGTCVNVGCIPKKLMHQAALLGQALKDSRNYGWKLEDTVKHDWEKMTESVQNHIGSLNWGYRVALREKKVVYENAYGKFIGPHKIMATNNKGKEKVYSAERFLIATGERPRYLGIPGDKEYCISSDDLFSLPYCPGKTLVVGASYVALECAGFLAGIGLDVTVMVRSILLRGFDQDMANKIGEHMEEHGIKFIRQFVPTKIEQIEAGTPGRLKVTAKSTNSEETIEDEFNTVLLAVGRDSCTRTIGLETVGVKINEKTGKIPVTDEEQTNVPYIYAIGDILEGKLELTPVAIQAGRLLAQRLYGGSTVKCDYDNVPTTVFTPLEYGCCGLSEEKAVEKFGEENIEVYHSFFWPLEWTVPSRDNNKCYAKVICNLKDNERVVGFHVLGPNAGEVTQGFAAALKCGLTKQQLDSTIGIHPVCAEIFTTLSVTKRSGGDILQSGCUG
#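 Rat TrxR1, dispensed at 90 nM, was prereduced with 400 uM NADPH (final) for 5 min at ~22 deg C, then incubated with compound 15 min before 400 uM selenite. A first-read NADPH fluorescence drop versus no-compound background flagged substrates.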
# LDHA inh: LDHA (human) enzyme inhibition; purified LDHA, NADH/diaphorase-resazurin fluorescence; active compounds read low; hit rate 0.15% among 480,000; AID 1347041; activity change, % (values are at about 110 or 230 µM); in the data active means activity change below about -30%; inconclusive means mostly about -25% to -30%;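 further: plate controls were DMSO wells for no effect and wells without enzyme for full effect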
#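 Enzyme activity of human lactate dehydrogenase 5 (2 nM; 0.06 mM NADH, 0.2 mM pyruvate, 5 min, RT) is measured via a resazurin/diaphorase fluorescence readout of residual NADH.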
# GRP78 ERSR act: inducers of ER stress response in human glioma cells; U87-MG GRP78 promoter luciferase reporter, 16 h; Potency, µM, inactives show top-dose activation, hits mostly activators; hit rate 0.02% among 420,000; AID 602332; further: potency means the concentration at half of the fitted maximal effect; series mostly up to about 76 µM; % of control where 0% means no effect; nearly all actives have a fitted effect of over 35% in size
#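 Stably transfected U87-MG human glioma cells carrying a GRP78-based luminescent sensor were seeded at 1000 cells/well, pin-dosed with compounds and incubated 16 h. Luciferase reagent was then added, and end-point luminescence was read after 10 min at room temperature.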
# PI4K2A block: blocks human PI4K2A kinase activity. Q9BTU6. purified PI4K2A, ADP-Glo luminescence, 1 h; active compounds read low. activity change, negative = inhibition, % at 76.9 µM. hit rate 0.13% among 420,000; in the data active means activity change below about -50%; inconclusive means mostly about -30% to -49%;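 further: -100% = wells without enzyme as full effect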
# Target sequence (Q9BTU6 whole entry, looked up): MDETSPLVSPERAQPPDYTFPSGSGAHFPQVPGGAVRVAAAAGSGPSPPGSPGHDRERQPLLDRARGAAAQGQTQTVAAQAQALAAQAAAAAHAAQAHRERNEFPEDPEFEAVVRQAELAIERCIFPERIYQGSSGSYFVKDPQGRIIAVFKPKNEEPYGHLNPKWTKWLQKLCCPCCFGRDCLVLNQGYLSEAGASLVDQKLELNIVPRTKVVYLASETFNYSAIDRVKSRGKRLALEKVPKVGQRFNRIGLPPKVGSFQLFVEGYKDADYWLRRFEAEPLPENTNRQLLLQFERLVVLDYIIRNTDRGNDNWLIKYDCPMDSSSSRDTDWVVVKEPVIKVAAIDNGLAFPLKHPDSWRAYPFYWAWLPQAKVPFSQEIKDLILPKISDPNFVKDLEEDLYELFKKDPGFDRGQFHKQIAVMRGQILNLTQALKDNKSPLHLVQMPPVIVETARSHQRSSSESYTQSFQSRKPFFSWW
#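 ADP-Glo luminescence measured ADP generated by PI4K2A enzyme (4 ug/mL before mixing) with 1.2 mM PI substrate (pre-mix) and 300 microM ATP (pre-mix). Tris pH7.5 buffer with MgCl2, Triton X-100; 1 h reaction at ambient temperature.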
# USP1 inh: inhibitors of human USP1/UAF1 deubiquitinase; hit rate 0.23% among 390,000; Potency, µM (top dose mostly 57.1 µM), without a hit: at the highest dose activity change, negative = inhibition, usual class: inhibitors; O94782; recombinant USP1/UAF1, Ub-Rhodamine cleavage fluorescence; AID 743255; further: potency means the concentration at half of the fitted maximal effect; on the % scale 0 is the no-effect control and ±100 the full control effect; nearly all actives have a fitted effect of over 60% in size; inactives centre near -12
#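 USP1/UAF1 complex (1 nM) preincubated 15 min at room temperature with compound, then Ub-Rho substrate (150 nM final) added. Kinetic fluorescence at 480/540 nm over 6 reads at 60 s intervals; 50 mM HEPES pH 7.8, 0.5 mM EDTA, 0.1 mg/ml BSA, 1 mM TCEP, 0.01% Tween-20.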
# Vif-APOBEC3F blk: blocks the Vif interaction with APOBEC3F; HeLa A3F-eYFP + Vif (tagged APOBEC3F with the HIV-1 protein that degrades it), YFP fluorescence increase; Potency, µM (titrated, usually from 46.1 µM), for inactives: at the highest dose activity, negative = active; hit rate 0.2% among 390,000; AID 602313; further: potency means the concentration at half of the fitted maximal effect; % of control where 0% means no effect; nearly all actives have a fitted effect of over 65% in size
#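 HeLa cells stably expressing A3F-eYFP plus Vif, plated and incubated overnight at 37 deg C, then exposed to compounds overnight at 37 deg C. Blocked degradation read as raised yellow fluorescence (Ex 488/Em 500-530).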
# An asterisk follows results filed as active; ? = inconclusive; . = not tested or not shown; & = joins results of further samples; [ ] = dose if it differs, or a comment. Unless noted, the call rests on the fitted dose curve; in most records, active means well fitted curve in the direction sought with a large enough effect; inconclusive means small, poorly fitted or top-dose-only effect, or another doubt; inactive means no such curve, though single readings can be large; an effect the other way counts as inactive or inconclusive.
SMILES,RXFP1 ag,Vif-APOBEC3G blk,IDH1 R132H inh,TrxR1 substrate,LDHA inh,GRP78 ERSR act,PI4K2A block,USP1 inh,Vif-APOBEC3F blk
COc1ccccc1S(=O)Cc1ccc(C(=O)NC2CCCC2)o1 (configuration not stated),2.3%,-4%,7%,4%,2,-2%,-1,?,-12%
COC(=O)c1sc(S(=O)(=O)N2CCN(c3ccc(OC)cc3)CC2)c(C(=O)OC)c1C,1.9%&1.2%,2%&-1%,24%&9%,8%&-1%,4&-2,-5%&-9%,1&4,-27%&-12%,3%&-7%
COc1ccc(CCNC(=O)c2ccc(CS(=O)(=O)c3ccc(Br)cc3)o2)cc1OC,2.9%,-6%,-4%,-3%,-11,-2%,-1,-2%,0%
CNc1ccc(C=C2C=CC=C2)cc1,.,-3%,.,-6%,4,5%,.,.,.
COc1cccc(NC(=O)COC(=O)c2ccc3c(c2)OCCO3)c1,.,1%,-2%,.,-3,-3%,2,4%,-4%
Cc1nn(-c2ccccc2)c(Cl)c1C1C(C#N)=C(N)OC2=C1C(=O)CC(C)(C)C2 (configuration not stated),-1.3%,?,-8%,6%[57.1 µM],-2,-6%,5,-21%,-6%
CCc1ccc(-c2cc(C(=O)O)c3ccccc3n2)s1,19%,-22%,5%,707%[activator],0,-8%,-5,-19%,-11%
O=[N+]([O-])c1cc(F)c(N2CCOCC2)cc1N1CCCCC1,-5.0%,5%,1%,0%,-2,-2%,2,-16%,-8%
CCCCOc1ccc(CSc2nc(C)[nH]c2[N+](=O)[O-])cc1[N+](=O)[O-],6.7%,0%,3%,2%[57.1 µM],-5,4%,-4,-13%,-23%
CCCN(C(=O)c1cccc(S(=O)(=O)N2CCN(C)CC2)c1)c1c(N)n(Cc2ccccc2)c(=O)[nH]c1=O,-1.3%,0%,14%,-6%,-9,-3%,8,-15%,-4%
CC(Oc1ccccc1)C(=O)NNS(=O)(=O)c1ccc([N+](=O)[O-])cc1 (configuration not stated),-0.3%,1%,11%,-5%,2,-2%,-1,-22%,6%
COc1cc(NC(=O)c2cc3cccc(OC)c3o2)cc(C(=O)Nc2cccc(C(F)(F)F)c2)c1,1.3%,-11%,-9%,11%,-1,-3%,0,-20%,-6%
C=C(C)COc1ccc(-c2ncncc2-c2ccccc2OC)c(O)c1,-0.8%,?,7%,-1%,3,10%,2,-30%,6%
Cc1onc(-c2c(Cl)cccc2Cl)c1C(=O)NCc1ccco1,0.9%,1%,4%,-9%,-2,-4%,2,-8%,-8%
Cc1cccc(-n2ncc(C(=O)N3CCN(C(=O)c4ccco4)CC3)c2C2CCN(C(=O)OC(C)(C)C)CC2)c1,-0.6%,0%,0%,4%,-2,-2%,-1,12%,0%
COc1ccc(C(=O)N2c3ccccc3CC2C)cc1OC (configuration not stated),4.1%,4%,1%,-4%,-3,-4%,-9,-22%,-1%
COc1ccccc1NC(=O)N1CCN(Cc2ccc3c(c2)OCO3)CC1,-1.7%,-1%,2%,3%,-18,-5%,2,-17%,2%
Cc1ccc(NC(=O)COC(=O)C2CC2(Cl)Cl)cc1C (configuration not stated),1.9%,0%,-3%,5%[57.1 µM],-4,0%,0,-4%,3%
CCOC(=O)Cn1c(=O)n(C2CCCCC2)c2nc(-c3ccc(CC)cc3)nc(C(N)=O)c21,1.3%,-1%,-5%,7%[57.1 µM],-5,-4%,1,-12%,9%
O=C(Nc1cccc(C(=O)N2CCCCC2)c1)C1CCCCC1,.,-1%,-2%,2%,-6,1%,-5,-27%,-1%
COc1ccc2cc3c(N)nn(C(=O)c4ccc(OC)c(OC)c4)c3nc2c1,-1.7%,-4%,-1%,-8%,-16,-1%,3,-9%,2%
O=C(/C=C/c1ccc(OC(F)F)cc1)Nc1cccc(S(=O)(=O)NC2=NCCCCC2)c1,-1.1%,2%,6%,-11%,-2,2%,0,-24%,3%
COc1ccc(OCCCC(=O)Nc2nccs2)cc1,1.3%,-3%,4%,2%,-3,1%,-2,-22%,-10%
CCCCCOC(=O)c1c(N)n(CCOC)c2nc3ccccc3nc12,0.9%,-7%,4%,394%[activator],10,-2%,-10,-21%,6%
O=C(NC1CCCCC1)C1CCN(C(=O)c2ccc(-c3ccccc3)cc2)CC1,-3.6%,4%,23%,4%[57.1 µM],-7,-5%,4,-6%,0%
CSc1ccccc1OCc1cc(C(=O)N(C)C(C)c2ccccn2)no1 (configuration not stated),4.0%,-2%,8%,-6%,2,-3%,-9,-18%,5%
CCN(CC)CCOC(=O)c1ccc(NC(=O)c2cc3cc(OC)ccc3oc2=O)cc1,-3.6%,1%,17%,9%[11.4 µM],-4,-2%,-1,-12%,0%
CC1(C)CC(=O)c2c(O)cc(OCC(=O)Nc3ccc(CCO)cc3)cc2O1,-0.8%,-2%,-1%,-2%,4,-2%,2,?,-7%
CCc1cccc(CC)c1NC(=S)NCc1ccc2[nH]c(C)cc2c1,4.7%,0%,-1%,10%[57.1 µM],-2,-3%,-11,-21%,-18%
Cc1cccc(CN2CCc3nc(N4CCN(c5ccccn5)CC4)ncc3C2)c1,8.9%,2%,-25%,5%[57.1 µM],-8,-2%,2,-23%,2%
Nc1nonc1-n1nnc(C(=O)N/N=C/c2ccccc2Br)c1CN1CCCC1,0.7%,6%,-3%,2%,-9,-5%,6,?,9%
COc1ccc(CCNC(=O)CCn2c(=O)c3cccn3c3cccnc32)cc1OC,0.8%&0.9%,1%&-3%,0%&-8%,1%&-7%,-4&-10,-2%&-2%,-9&-1,-25%&4%,-11%&2%
CC(=O)Nc1ccccc1N(CC(O)Cn1c2ccccc2c2ccccc21)S(=O)(=O)c1ccc(C)cc1 (configuration not stated),-0.4%,-6%,5%,9%[57.1 µM],5,-3%,7,-21%,-2%
CCCCCCN1C[C@H](O)[C@@H](n2cc(COC(=O)c3ccccc3)nn2)C[C@@H]1c1ccccc1,.,0%,-2%,.,-2,-4%,0,-32%,0%
CC(C)Oc1ccc(C2C(C(=O)c3ccco3)=C(O)C(=O)N2Cc2cccnc2)cc1 (configuration not stated),?,4%,12%,-8%,7,3%,2,-10%,-9%
CCC(C)Sc1nc2c(c(=O)[nH]c(=O)n2C)n1C (configuration not stated),2.6%,-1%,2%,-3%,-8,-1%,1,-2%,0%
CCN(C(=S)Nc1ccccc1F)C1CCCCC1,0.1%,0%,8%,11%,-10,-3%,1,-26%,-1%
Cc1cccc(NC(=O)CSc2cn(CC(=O)N3CCCCCC3)c3ccccc23)c1,1.4%,5%,-10%,-11%,-6,-1%,-1,?,6%
CCn1c(C2CCN(S(=O)(=O)c3ccc(OC)cc3)CC2)n[nH]c1=S,2.0%,5%,0%,6%[57.1 µM],-7,1%,-2,2%,-1%
C=CCN1C=C2C(=O)C(C)(OC(=O)CC)C(=O)C=C2C=C1CCCC (configuration not stated),-2.0%,5%,2%,-5%[57.1 µM],15,-5%,-4,-2%,-2%
COc1ccc(Cl)cc1NC(=O)Cc1ccc(NC(=O)N2CCCCc3ccccc32)cc1,-0.1%,1%,-5%,1%[57.1 µM],-12,-3%,-2,-10%,-1%
O=C(N/N=C\c1cccc(Cl)c1)c1ccc(Cn2cc(Br)c([N+](=O)[O-])n2)o1,-4.4%,-6%,12%,-9%,-18,-1%,-3,-22%,-2%
Cc1ccc(NC(=O)Cn2nnc3ccccc32)c(C)c1,4.6%,0%,-2%,7%[57.1 µM],-10,6%,0,-17%,2%
CCc1ccc(/C=N/NC(=O)c2nnn(-c3nonc3N)c2CN2CCc3ccccc32)cc1,1.7%,-8%,6%,-6%,2,-3%,2,-23%,-16%
NC1CCN(c2c(F)cc3c(=O)c(C(=O)O)cn(C4CC4)c3c2Cl)C1 (configuration not stated),2.4%,4%,1%,-8%,5,-2%,1,-20%,13%
CCCCCC(=O)OCCc1c(C)nc2nc[nH]n2c1=O,3.2%,-2%,3%,-12%[57.1 µM],-3,-2%,-6,-8%,12%
OC[C@@H]1CN(Cc2cccnc2)C[C@H](n2cnc3c(N4CCN(c5ccccc5)CC4)ncnc32)O1,.,0%,.,.,-2,-2%,-3,.,.
COc1ccc(CCNC(=O)CN2C(=O)COc3ccc(S(=O)(=O)N4CCCCCC4)cc32)cc1OC,1.8%,-1%,0%,3%,1,-5%,1,-24%,5%
CN(C)S(=O)(=O)c1cc(C(=O)NCCCn2ccc3ccccc32)ccc1Cl,0.2%,6%,-2%,3%,10,1%,3,-7%,-7%
O=c1c(=NNc2ccccc2Cl)c(=O)c2ccccc12,1.4%,2%,1%,10%,1,-2%,-12,-26%,-2%
# Continuation.
SMILES,RXFP1 ag,Vif-APOBEC3G blk,IDH1 R132H inh,TrxR1 substrate,LDHA inh,GRP78 ERSR act,PI4K2A block,USP1 inh,Vif-APOBEC3F blk
COc1ccc(CCN(C)CC(O)COc2ccc(C(C)=O)cc2OC)cc1OC (configuration not stated),0.6%,2%,0%,-3%,-14,-5%,3,-6%,2%
S=C(NN=Cc1ccccn1)Nc1ccccn1,.,2%,2%,.,-1,-6%,1,?,11µM*
COC(=O)c1ccccc1NC(=S)NC(=O)c1cccc2ccccc12,2.6%,0%,2%,8%[57.1 µM],-3,-9%,0,-19%,6%
COc1ccc(/C=C/C(=O)c2cccc(-n3cnnn3)c2)cc1O,-4.6%,-6%,9%,-2%,4,0%,-3,-18%,-4%

# Screening data deposited in PubChem by National Center for Advancing Translational Sciences (NCATS).

# An excerpt; the hit share may differ from the screen's.
